Screening data from PubChem.
HePTP inh: inhibitors of human HePTP phosphatase | hit rate 0.64% among 110,000 | inhibition, % at 20 µM | P35236 | recombinant HePTP phosphatase activity, OD absorbance; in the data active means inhibition above about 50%;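 further: plate controls were vehicle for no effect and reference inhibitor for full effect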
Target sequence (P35236 whole entry, looked up): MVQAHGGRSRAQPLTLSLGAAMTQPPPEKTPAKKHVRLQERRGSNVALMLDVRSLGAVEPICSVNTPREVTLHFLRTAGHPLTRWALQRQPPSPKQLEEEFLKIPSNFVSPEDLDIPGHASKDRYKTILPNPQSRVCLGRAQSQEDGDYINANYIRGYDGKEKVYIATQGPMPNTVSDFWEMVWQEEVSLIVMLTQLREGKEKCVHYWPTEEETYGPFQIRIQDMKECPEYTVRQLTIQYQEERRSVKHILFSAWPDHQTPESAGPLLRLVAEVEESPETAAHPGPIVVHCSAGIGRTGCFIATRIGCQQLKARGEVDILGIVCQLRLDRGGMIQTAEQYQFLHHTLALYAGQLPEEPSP
BAP1 inh: blocks human BAP1 ubiquitin-AMC hydrolysis. activity remaining (% of control), % at 20 µM. hit rate 0.48% among 72,000. Q92560. recombinant BAP1, Ub-AMC hydrolysis fluorescence kinetic; active compounds read low;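 active means activity remaining at or below 50% of control, provided the compound also passes the data quality filters; inactive means the rest, including low values that fail the filters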;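 further: 100% = DMSO wells rate and 0% = substrate alone blank rate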
Target sequence (Q92560 whole entry, looked up): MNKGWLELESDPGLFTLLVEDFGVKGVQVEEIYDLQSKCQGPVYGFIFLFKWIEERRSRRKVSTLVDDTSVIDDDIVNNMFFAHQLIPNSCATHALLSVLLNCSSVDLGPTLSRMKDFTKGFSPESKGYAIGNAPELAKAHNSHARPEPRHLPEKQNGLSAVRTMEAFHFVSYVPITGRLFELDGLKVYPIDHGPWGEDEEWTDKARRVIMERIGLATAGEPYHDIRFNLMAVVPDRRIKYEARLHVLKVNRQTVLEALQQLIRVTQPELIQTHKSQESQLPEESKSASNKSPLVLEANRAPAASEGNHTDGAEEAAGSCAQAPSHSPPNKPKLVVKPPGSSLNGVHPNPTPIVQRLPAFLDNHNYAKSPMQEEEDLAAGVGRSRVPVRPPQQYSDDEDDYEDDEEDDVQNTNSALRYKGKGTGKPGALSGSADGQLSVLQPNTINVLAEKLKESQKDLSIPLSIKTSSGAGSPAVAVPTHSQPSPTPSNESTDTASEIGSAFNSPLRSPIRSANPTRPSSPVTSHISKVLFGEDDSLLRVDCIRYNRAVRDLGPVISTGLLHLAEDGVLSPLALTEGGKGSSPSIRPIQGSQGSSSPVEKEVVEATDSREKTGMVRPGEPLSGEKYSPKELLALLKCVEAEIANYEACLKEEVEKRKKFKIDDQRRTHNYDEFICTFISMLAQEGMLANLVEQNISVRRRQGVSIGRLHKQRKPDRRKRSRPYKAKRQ
* marks the source's active call; other numbers are inactive results; nt = no result given; & = joins results of further samples.

no. | HePTP inh | BAP1 inh | SMILES
1 | 1.4 | 99.7 | COC(=O)[C@H](CCSC)NC(=O)NCc1ccc(S(N)(=O)=O)cc1
2 | 3.0 | 108.3 | COc1cc(C(=O)N2CCN(S(=O)(=O)c3ccc(C)cc3)CC2)ccc1OCc1c(C)noc1C
3 | 4.6 | nt | Cc1ccc(OCC(=O)Nc2nc3ccccc3s2)cc1
4 | 12.7 | nt | CC(C)c1ccc(CNC(=O)CSc2nc3ccccc3o2)cc1
5 | 6.6 | 55.2 | Cc1c(C(=O)N2CCCCCC2)oc2ccccc12
6 | -0.2 | 211.2 | O=C(c1ccc2ccccc2c1)N1CCN(c2ccc([N+](=O)[O-])cc2)CC1
7 | -0.7 | 91.9 | Cc1cccc(NC(=O)C2CCCN2C(=O)OCC(C)C)c1 (centres undefined)
8 | -0.1 | nt | Cc1cccc(N2C(=O)NC(=O)/C(=C\c3ccc(-c4ccccc4C(=O)O)o3)C2=O)c1
9 | 13.5 | 72.7 | CCOC(=O)N1CCC(Nc2ncnc3c2cnn3-c2ccc(Cl)cc2)CC1
10 | 11.7 | nt | Cc1cc(/C=N/n2cnnc2)c(C)n1C
11 | 0.8 | nt | CCOC(=O)C1CCN(C(=O)c2cc3c(C)nn(-c4ccccc4)c3s2)CC1
12 | 3.1 | nt | COc1cccc(C2CC(=O)Nc3c2cc(Br)c2ccccc32)c1OC (centres undefined)
13 | -10.2 | nt | Cc1ccc2ncnc(Nc3ccccc3Cl)c2c1
14 | 9.9 | 98.4 | CC(CCc1ccccc1)NC(=O)C1CCN(S(=O)(=O)N2CCCCC2)CC1 (centres undefined)
15 | 7.9 | 121.5 | O=C1CN(C(=O)c2ccccc2)c2ccccc2N1
16 | 2.9 | 105.7 | Cc1ccc(S(=O)(=O)N(CC(=O)NCc2ccncc2)C2CCCCC2)cc1
17 | 10.4 | nt | COc1ccc(CN2CCN(Cc3ccccn3)CC2)cc1Br
18 | -4.7 | nt | CCOc1cc(/C=N\NC(=O)c2ccc([N+](=O)[O-])cc2)cc(Br)c1O
19 | -1.9 | nt | CC(C)C(C#CC(O)(c1ccccc1)c1ccccc1)N(C)C (centres undefined)
20 | 11.8 | 99.7 | CCSc1ccc2nnc(-c3ccc(F)cc3)n2n1

Additional structures:
no. | HePTP inh | BAP1 inh | SMILES
21 | nt | 104.1 | Cc1ccc([N+](=O)[O-])cc1S(=O)(=O)N(C)C
22 | 4.3 | 81.9 | Nc1c(NCc2ccccc2)c2ccccc2oc1=O
23 | 4.2 | nt | COc1ccccc1/C=C1\SC(=S)N(c2cccc(C)c2C)C1=O
24 | 0.0 | nt | Cc1cccc(OCC(=O)O/N=C(\N)c2ccc([N+](=O)[O-])cc2)c1
25 | 3.6 | 84.7 | C=CCC(CC=C)(C(=O)O)c1ccccc1
26 | 4.0 | 101.6 | Cc1ccc(-n2c(SCC(=O)OC(C)C)nnc2-c2ccco2)cc1
27 | 9.8 | 111.7 | CCOC(=O)C1CCN(C(=O)COc2ccc(S(=O)(=O)NC(C)C)cc2)CC1
28 | 7.1 | 96.0 | COc1ccc(N2C(=O)C3CCCN3C2c2ccccc2Cl)cc1 (centres undefined)
29 | -13.6 | nt | COc1cc(-c2ccc(NC(=O)c3ccc(C)cc3)c(OC)c2)ccc1NC(=O)c1ccc(C)cc1
30 | 6.3 | 97.1 | CCOc1cccc(OCCCCN2CCOCC2)c1
31 | 4.0 | 109.7 | O=C(Nc1nc(-c2cccs2)c(-c2ccccc2)s1)c1ccco1
32 | 4.8 | 96.0 | Cc1cc(N/C(=N\S(=O)(=O)c2ccc(Cl)cc2)c2ccc(F)cc2)no1
33 | 7.4 | nt | Cc1cc(C(=O)N2CCN(S(C)(=O)=O)CC2)sc1-c1ccccc1
34 | -8.8 | 97.0 | COc1ccc(CC(=O)NCc2ccccn2)cc1OC
35 | nt | 87.9 | O=C(NCC(c1cccnc1)N1CCN(c2ccccc2)CC1)OCc1ccccc1 (centres undefined)
36 | nt | 88.4 | COc1ccc2nc(NC(=O)c3ccc(C#N)cc3)sc2c1
37 | 5.8 | nt | O=C1CC(NCc2ccc(F)cc2)C(=O)N1c1ccc(Cl)cc1 (centres undefined)
38 | -1.1 | nt | Cc1c(C(=O)OC(C)C)sc(NC(=O)c2cccc(F)c2)c1C#N
39 | 103.8* | nt | O=C1N=c2ccccc2=C1c1sc(Nc2ccc(O)cc2)nc1O
40 | 2.3 | 92.6 | O=C(NCc1ccco1)C1CCCN(S(=O)(=O)c2cccc3nonc23)C1 (centres undefined)

New compounds follow:
no. | HePTP inh | BAP1 inh | SMILES
41 | nt | 76.7 | O=C1CSC(c2ccc(Br)cc2)N1c1cccc(C(F)(F)F)c1 (centres undefined)
42 | 7.4 | 98.7 | O=C(O)CSc1nnc(-c2ccc(S(=O)(=O)N3CCCC3)cc2)n1Cc1ccco1
43 | 6.5 | 96.3 | O=C(CC1SC(=NC2CCCCC2)NC1=O)Nc1ccccc1 (centres undefined)
44 | -7.1 | nt | Cc1ccccc1OCC(=O)Nc1ccc(Cl)cc1C(F)(F)F
45 | 4.5 | nt | CCOC(=O)c1c(N2C(=O)C3CC(C)=C(C)CC3C2=O)sc(C)c1C (centres undefined)
46 | 0.4 | 98.2 | Cc1csc2nc(CNS(=O)(=O)N(C)C)cn12
47 | 2.8 | 117.9 | O=C(Nc1ccc2c(c1)OCO2)c1cccc(S(=O)(=O)N2CCCC2)c1
48 | nt | 97.8 | COc1ccc(N=Cc2cccc([N+](=O)[O-])c2O)cc1
49 | -8.1 | nt | CCOc1ccc(N(CC(=O)NCc2ccccc2C)S(C)(=O)=O)cc1
50 | -7.7 | 83.3&76.3 | O=C1NCC(COCc2ccco2)O1 (centres undefined)
51 | -21.6 | nt | CC1(C)CC(=O)C(C=Nc2ccc(S(N)(=O)=O)cc2)=C(O)C1
52 | -3.3 | nt | COc1ccc(CNC(=O)CCCOc2ccc(Cl)cc2Cl)cc1
53 | 3.1 | 102.7 | O=C(Nc1ccc2c(c1)nc1n2CCOC1)c1ccccc1
54 | -9.3 | nt | Cc1ccc(S(=O)(=O)Nc2cc([N+](=O)[O-])ccc2Cl)cc1
55 | 24.6 | nt | COC(=O)c1ccc(C(=O)OC)c(NC(=O)CCc2ccc(OC)cc2)c1
56 | -18.4 | nt | COc1ccccc1N1CCN(C(=O)CN(c2ccc(C)cc2)S(C)(=O)=O)CC1
57 | 5.3 | nt | O=C1C=CC(=NS(=O)(=O)c2ccc(F)cc2)C=C1
58 | 2.2 | 102.8 | CN(C)/C=N/c1sccc1C(N)=O
59 | 4.2 | nt | O=C(N/N=C/c1ccc(O)cc1)c1cc2ccccc2cc1O
60 | nt | 107.2 | COc1ccc(-c2nn(C)c(=O)c3ccccc23)cc1CNS(C)(=O)=O

Continuation:
no. | HePTP inh | BAP1 inh | SMILES
61 | -12.4 | nt | COc1cc(C2SCC(=O)N2CCc2ccc(OC)c(OC)c2)ccc1O (centres undefined)
62 | 5.5 | nt | COc1cc(/C=c2\sc3nc4ccccc4n3c2=O)cc(Br)c1OCc1ccccc1F
63 | 4.3 | nt | Cc1cc(NC(=O)/C=C/C(=O)O)ccc1NC(=O)c1cccs1
64 | -16.9 | nt | CC(C)N(C(=O)c1ccc(C(N)=O)cc1)C(C)C
65 | 8.6 | 87.9 | Cc1ccc(S(=O)(=O)NCCOC(=O)Nc2sc(=S)n(C)c2C)cc1
66 | 9.7 | 101.0 | Cc1ccc(C(CC(=O)c2ccco2)SCCO)cc1 (centres undefined)
67 | -9.6 | 70.3 | CCC(CC)C(=O)Nc1cc(C)c2c(=O)oc3ccccc3c2n1
68 | 2.6 | nt | CCC(CC)C(=O)N1CCN(c2cccc(Cl)c2)CC1
69 | 1.2 | 125.2 | CNC(=O)COC(=O)c1cc(F)c(F)cc1Cl
70 | -4.1 | nt | CCc1c(C)nc2ccccc2c1SCC(=O)O
71 | 8.0 | 110.0 | Cc1cccc(OCC(O)Cn2c(NCCCOC(C)C)nc3c2c(=O)[nH]c(=O)n3C)c1 (centres undefined)
72 | -0.4 | nt | O=C(NC(=S)Nc1ccc2oc(-c3ccc(Cl)cc3)nc2c1)c1ccccc1
73 | 3.0 | nt | CCSc1nnc(N2C(=O)c3ccc(Oc4ccc([N+](=O)[O-])cc4)cc3C2=O)s1
74 | 8.1 | 130.0 | COc1cc(CN2CCN(c3cccc(Cl)c3)CC2)cc(OC)c1OC
75 | -4.1 | nt | O=C(NC(=S)Nc1ccc(Br)cn1)c1ccc(Cl)cc1
76 | -12.5 | nt | CCOc1ccccc1NC(=O)C(=O)NCCC1=CCCCC1
77 | nt | 106.2 | O=c1c2ccccc2nnn1CSc1ccc2c(c1)OCCO2
78 | -0.2 | nt | COc1ccc(Cl)cc1C(=O)Nc1ccc(Nc2ccccc2)cc1
79 | 8.6 | 102.8 | Cc1nc(SCc2cccc(F)c2)[nH]c(=O)c1C#N
80 | -1.0 | nt | COc1cc2c(cc1NS(=O)(=O)c1ccc([N+](=O)[O-])cc1)oc1ccccc12

Another view of part of the listing above.
No. | structure | HePTP inh | BAP1 inh
63 | Cc1cc(NC(=O)/C=C/C(=O)O)ccc1NC(=O)c1cccs1 | 4.3 | nt
64 | CC(C)N(C(=O)c1ccc(C(N)=O)cc1)C(C)C | -16.9 | nt
65 | Cc1ccc(S(=O)(=O)NCCOC(=O)Nc2sc(=S)n(C)c2C)cc1 | 8.6 | 87.9
66 | Cc1ccc(C(CC(=O)c2ccco2)SCCO)cc1 (centres undefined) | 9.7 | 101.0

New compounds follow:
no. | HePTP inh | BAP1 inh | SMILES
81 | 6.7 | nt | CC(C)(C)c1ccc(Oc2coc3cc(O)ccc3c2=O)cc1
82 | 5.1 | 104.5 | O=C(Cc1cccs1)NCCn1ccc2ccccc21
83 | 3.3 | 96.6 | COCCn1c(SCC(=O)c2ccc3c(c2)OCCO3)nnc1-c1ccoc1C
84 | -4.9 | 102.2 | O=C(NCc1cccs1)C1CCN(S(=O)(=O)c2cccc3nsnc23)CC1
85 | 8.5 | 132.5 | Cn1c(=O)c2c(ncn2CC(=O)Nc2ccc(Cl)cc2Cl)n(C)c1=O
86 | -1.1 | 111.0 | CCOC(=O)c1nc(C)[nH]c1C(=O)OCC
87 | 5.7 | 70.0 | O=C(Nc1ccc(-n2cnnn2)cc1)C1CCCN1C(=O)NC1CCCCC1 (centres undefined)
88 | 9.5 | 95.5 | COCCOC(=O)C1=C(C)NC2=C(C(=O)CC(C)(C)C2)C1c1ccc2c(c1)OCO2 (centres undefined)
89 | 1.3 | nt | CCOC(=O)c1cc2c(=O)[nH]ccc2nc1C
90 | -1.3 | 120.2 | CCOC(=O)CSc1nc2c(c(=O)n(C)c(=O)n2C)n1CCCc1ccccc1
91 | 6.4 | 128.0 | COc1nc2c(C)cccc2cc1-c1noc(-c2ccncc2)n1
92 | -12.4 | nt | CCN(CC)CCCOc1ccccc1[N+](=O)[O-]
93 | -1.1&-15.0 | nt | CC1(C)OC(=O)C(=C2CCCN2)C(=O)O1
94 | nt | 122.7 | CC(=O)C12c3ccccc3C(c3ccccc31)C1C(=O)N(c3cccc(Cl)c3)C(=O)C12 (centres undefined)
95 | 5.5 | 98.5 | CCCCCNC(=O)Cc1ccc(OC)cc1
96 | 1.3 | nt | CCOc1cccc(/C=N\NC(=O)c2cnccn2)c1O
97 | 6.2&7.7 | 99.6 | COc1ccc(C(=O)Nc2ccc(S(=O)(=O)NC(C)=O)cc2)cc1
98 | 6.9 | 122.5 | COc1ccccc1C(=O)Nc1ccccc1SC
99 | 9.1 | 80.5 | CCOC(=O)N1CCC(Nc2nc3ccccc3n3nnnc23)CC1
100 | 8.9 | nt | Cc1ccc(N=Cc2ccc([N+](=O)[O-])s2)c(C)c1

Sorted by molecular weight (highest first): part of the list above
no. | HePTP inh | BAP1 inh | SMILES
99 | 9.1 | 80.5 | CCOC(=O)N1CCC(Nc2nc3ccccc3n3nnnc23)CC1
82 | 5.1 | 104.5 | O=C(Cc1cccs1)NCCn1ccc2ccccc21
86 | -1.1 | 111.0 | CCOC(=O)c1nc(C)[nH]c1C(=O)OCC
93 | -1.1&-15.0 | nt | CC1(C)OC(=O)C(=C2CCCN2)C(=O)O1

Some of these compounds in order of their number in HePTP inh, highest first:
no. | HePTP inh | BAP1 inh | SMILES
100 | 8.9 | nt | Cc1ccc(N=Cc2ccc([N+](=O)[O-])s2)c(C)c1
85 | 8.5 | 132.5 | Cn1c(=O)c2c(ncn2CC(=O)Nc2ccc(Cl)cc2Cl)n(C)c1=O
98 | 6.9 | 122.5 | COc1ccccc1C(=O)Nc1ccccc1SC
81 | 6.7 | nt | CC(C)(C)c1ccc(Oc2coc3cc(O)ccc3c2=O)cc1
87 | 5.7 | 70.0 | O=C(Nc1ccc(-n2cnnn2)cc1)C1CCCN1C(=O)NC1CCCCC1 (centres undefined)
82 | 5.1 | 104.5 | O=C(Cc1cccs1)NCCn1ccc2ccccc21

More records follow:
no. | HePTP inh | BAP1 inh | SMILES
101 | 3.7 | nt | Cc1ccc(-c2cc3nc(C)c(Cc4ccccc4)c(=O)n3[nH]2)cc1
102 | 8.6 | nt | COC(=O)C1C(=O)C2=C(CC1C)NC(C)=C(C(=O)OC1CCCCC1)C2c1ccc(N(C)C)cc1 (centres undefined)
103 | nt | 53.5 | COc1cc(NC(=O)c2ccc(Cl)c([N+](=O)[O-])c2)c(Cl)cc1C(=O)O
104 | 3.8 | 85.5 | CC1(C)CC(=O)c2c(Cc3ccccc3)n[nH]c2C1
105 | 9.3 | 127.5 | COc1ccc(/C(O)=C2/C(=O)C(=O)N(CCN3CCOCC3)C2c2ccccn2)cc1 (centres undefined)
106 | nt | 64.7 | O=C(CC12CC3CC(CC(C3)C1)C2)OCCNC(=O)c1cccnc1
107 | -8.7 | nt | CCCOc1ccc(C(=S)N2CCN(c3cccc(Cl)c3)CC2)cc1

Values by screen from the entries so far:
Entries 35 to 39 in HePTP inh read nt, nt, 5.8, -1.1, 103.8*
